GlmU inhibition: inhibition of mycobacterial GlmU enzyme – biochemical, glucosamine-1-phosphate acetyltransferase (AID 1376). M. tuberculosis GlmU acetyltransferase enzyme assay; higher % means a stronger effect. one-dose inhibition, %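 (tested at 30 µM in the primary screen)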; IC50 in µM for titrated hits. actives 0.25% (n = 220,000); in the data active means inhibition above about 13%;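 further: 0% = complete reaction with vehicle and 100% = reaction without substrate; strong numbers were not always called active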
RmlCD inh 1536: M. tuberculosis RmlC/RmlD inhibition; P9WH09+P9WH11; RmlC+RmlD coupled enzyme assay, percent inhibition; primary screen in compound mixtures; inhibition, % at 3.6 µM; actives 0.03% (n = 160,000); AID 1533; in the data active means inhibition mostly above about 34%, no sharp cut-off; further: some results filed as inactive read as strong as hits
Target sequence (P9WH09 whole entry, looked up): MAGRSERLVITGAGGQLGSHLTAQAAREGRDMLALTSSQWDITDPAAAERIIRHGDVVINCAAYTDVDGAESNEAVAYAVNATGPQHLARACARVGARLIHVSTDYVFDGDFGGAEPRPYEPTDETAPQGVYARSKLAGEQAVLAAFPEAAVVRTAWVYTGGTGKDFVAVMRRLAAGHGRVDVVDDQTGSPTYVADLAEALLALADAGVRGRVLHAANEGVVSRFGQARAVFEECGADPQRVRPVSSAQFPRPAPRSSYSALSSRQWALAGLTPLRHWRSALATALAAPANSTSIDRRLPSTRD
Target sequence (P9WH11 whole entry, looked up): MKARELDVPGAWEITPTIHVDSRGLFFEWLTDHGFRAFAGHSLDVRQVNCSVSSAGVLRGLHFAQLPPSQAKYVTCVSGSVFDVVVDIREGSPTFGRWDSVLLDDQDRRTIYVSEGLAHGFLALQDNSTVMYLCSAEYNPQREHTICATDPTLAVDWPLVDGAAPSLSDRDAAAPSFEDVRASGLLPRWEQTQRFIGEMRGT
Starred values were filed as active, the others as inactive; . = no result given. This is a subset, so the mix of outcomes need not match the whole.

entry	SMILES	GlmU inhibition	RmlCD inh 1536
1	O=C1OC(c2cccc([N+](=O)[O-])c2)C2(CCCC2)C(=O)C12CCCCC2 (stereo unspecified)	-3.4%	.
2	COc1ccc(N(CN2C(=O)c3ccccc3C2=O)C(=O)COc2ccc(Cl)cc2Cl)cc1	-6.2%	-5
3	COc1ccc(CCn2c(=N)c(C(=O)NCc3ccco3)cc3c(=O)n4ccccc4nc32)cc1	.	4
4	CCCCC(=NCCO)C1=C(O)C(C(=O)OC)C(C)(C)CC1=O (stereo unspecified)	3.6%	-7
5	CCC(=O)NC(=S)Nc1ccc(S(=O)(=O)NC(C)=O)cc1	1.6%	.
6	O=C1NCCCCC1NS(=O)(=O)c1ccc(F)c(F)c1 (stereo unspecified)	-1.9%	.
7	O=C1N=C(N2CCOCC2)S/C1=C\c1cccnc1	5.8%	4
8	O=C(N1CCOCC1)N1c2ccccc2CC(N2CCOCC2)c2ccccc21 (stereo unspecified)	15%	-1
9	O=C(O)c1ccc(Cl)c(S(=O)(=O)NCc2cccnc2)c1	1.8%	7
10	N#Cc1nc(-c2ccco2)oc1NCc1ccccc1Cl	5.4%	-5
11	CCOC(=O)c1ccccc1NC(=O)CCNC(=O)Cn1cnc2ccccc2c1=O	1.7%	.
12	O=C(CS(=O)Cc1ccccc1Cl)Nc1ccccc1Cl (stereo unspecified)	-5.1%	-15
13	Cc1ccccc1CSc1nnc(-c2cnccn2)n1C	4.7%	-11
14	Cc1cc(NCCN2CCOCC2)n2ncc(-c3ccccc3)c2n1	-4.2%	.
15	Cc1cc(C)n(CC(O)Cn2c3ccc(Br)cc3c3cc(Br)ccc32)c(=O)n1 (stereo unspecified)	4.8%	.
16	O=C(c1ccc(Cl)c(Cl)c1)c1cc(-c2ccccn2)c(N2CCOCC2)s1	0.4%	2
17	Cc1cccc(NC(=O)CN2C(=S)NC(C)(C)CC2C)c1 (stereo unspecified)	0.6%	0
18	O=C1CSC(c2ccc(Cl)cc2Cl)N1c1ccccn1 (stereo unspecified)	4.0%	3
19	Cc1nn(-c2ccccc2)c(Cl)c1/C=N/NC(=O)c1ccc(NS(=O)(=O)c2cccs2)cc1	5.1%	-10
20	O=C(CN1CCN(c2ccc([N+](=O)[O-])cc2Cl)CC1)N1CCOCC1	4.1%	-6
21	Cc1csc(NC(=O)c2ccc(C(=O)Nc3nc(C)cs3)cc2)n1	5.0%	-1
22	CC(c1ccccc1)N1CCn2c(nc3cc(NS(C)(=O)=O)ccc32)C1 (stereo unspecified)	5.3%	-13
23	COC(=O)CCCC1=CC2=CC(=O)C(C)(O)C(=O)C2=CO1 (stereo unspecified)	0.8%	.
24	CCOC(=O)C1CCCN(c2ncnc3c2oc2ccccc23)C1 (stereo unspecified)	-1.4%	31
25	c1nc(N2CCCCCC2)c2[nH]cnc2n1	2.0%	6
26	CC1CCN(C(=O)Cn2c(=O)n(CCc3ccccc3)c(=O)c3ccccc32)CC1	0.5%	5
27	CCOC(=O)c1cnc2c(ccc3ccccc32)c1NCCO	-7.8%	.
28	Cc1ccc(Nc2nc(-c3sc(NC(=O)c4ccccc4)nc3C)cs2)cc1	-3.3%	-5
29	Cc1cc(=O)[nH]c(N=N/C(=N/Nc2ccccc2C)c2ccccc2)n1	2.3%	.
30	CCCCN(C(=O)c1ccc(NC(=O)C(C)C)cc1)c1ccccc1	2.0%	-11
31	CCOC(=O)C1CCN(C(=O)c2ccccc2N(C)S(=O)(=O)c2ccccc2)CC1	3.9%	-11
32	C=CCn1c(SC2CCOC2=O)nc2scc(C3CC3)c2c1=O (stereo unspecified)	0.2%	.
33	CCOc1ccc(OCC)c(S(=O)(=O)n2cc(C)nc2CC)c1	1.0%	.
34	COc1cc(C2C(C(N)=O)=C(C)Nc3nc(CCCO)nn32)cc(OC)c1OC (stereo unspecified)	-0.4%	-7
35	C=CCn1c(SCc2ccc([N+](=O)[O-])cc2)nnc1C(C)NC(=O)c1ccccc1 (stereo unspecified)	3.6%	12
36	O=C(COC(=O)CCSc1ccc(Cl)cc1)NCc1ccccc1	-1.8%	-6
37	O=C(/C=C/c1cccc(Br)c1)N1CCN(c2ccccn2)CC1	-3.3%	-8
38	Cn1c(=O)[nH]c(=O)c2c1nc(N/N=C/c1ccncc1)n2Cc1ccc(Cl)cc1	-0.4%	-8
39	COc1ccccc1NC(=O)Cn1c(=O)c(N(C)C)c(N)n(C)c1=O	0.5%	12
40	CCCSC1=C(C#N)C(c2ccccc2OCC)CC(=O)N1 (stereo unspecified)	2.0%	-5
41	Cc1ccc(-n2c(=O)c3c4c(sc3n3c(=S)[nH]nc23)CCC4)cc1	4.7%	8
42	Cc1nn(Cc2ccccc2)c(Cl)c1C(=O)OCC(=O)NC(=O)NC12CC3CC(CC(C3)C1)C2	2.6%	.
43	COc1ccc(N(C(=O)C(C)C)S(=O)(=O)c2cccs2)cc1	0.2%	.
44	Cc1cc(NC(=O)C2CC(c3ccc(F)cc3)=NO2)no1 (stereo unspecified)	-2.4%	-8
45	O=C1C(c2ccncc2)N(CCC2=CCCCC2)C(=O)CN1C1CCCCC1 (stereo unspecified)	5.5%	.

4 compounds already listed, sorted by SMILES length, falling:
entry	SMILES	GlmU inhibition	RmlCD inh 1536
34	COc1cc(C2C(C(N)=O)=C(C)Nc3nc(CCCO)nn32)cc(OC)c1OC (stereo unspecified)	-0.4%	-7
37	O=C(/C=C/c1cccc(Br)c1)N1CCN(c2ccccn2)CC1	-3.3%	-8
32	C=CCn1c(SC2CCOC2=O)nc2scc(C3CC3)c2c1=O (stereo unspecified)	0.2%	.
44	Cc1cc(NC(=O)C2CC(c3ccc(F)cc3)=NO2)no1 (stereo unspecified)	-2.4%	-8

One compound at a time (already shown). Values in the order: GlmU inhibition	RmlCD inh 1536
CCCSC1=C(C#N)C(c2ccccc2OCC)CC(=O)N1 (stereo unspecified) in the list: 2.0%	-5
COc1cc(C2C(C(N)=O)=C(C)Nc3nc(CCCO)nn32)cc(OC)c1OC (stereo unspecified) in the list: -0.4%	-7
O=C(COC(=O)CCSc1ccc(Cl)cc1)NCc1ccccc1 in the list: -1.8%	-6
Cc1cc(NC(=O)C2CC(c3ccc(F)cc3)=NO2)no1 (stereo unspecified) in the list: -2.4%	-8

Additional results follow.
entry	SMILES	GlmU inhibition	RmlCD inh 1536
46	CC(NS(=O)(=O)c1ccc(Br)cc1)C(c1cccs1)N1CCOCC1 (stereo unspecified)	-3.8%	.
47	CC(C)(C)NC(=O)C1CN(S(=O)(=O)c2ccccc2)CCN1S(=O)(=O)c1ccccc1 (stereo unspecified)	0.3%	-11
48	COc1cccc(/C=N/N2CCN(C)CC2)c1	-1.7%	.
49	N#CCCn1cc(C=O)c(-c2cccs2)n1	-0.3%	-14
50	COc1ccccc1C(O)(C(=O)NNc1ccccc1C)c1ccccc1OC	1.7%	6
51	Cc1nc(-c2ccc(NC(=O)c3ccccc3Br)cc2)cs1	0.3%	-17
52	c1ccc(Cn2c3ccccc3c3nnc(SCCN4CCCCC4)nc32)cc1	-1.7%	17
53	CN1/C(=C\C=C2C(=O)NC(=S)NC2=O)C(C)(C)c2ccccc21	-1.6%	86
54	CCCCN(CC)C(=O)CSc1nc2ccccc2c(=O)n1CC1COc2ccccc2O1 (stereo unspecified)	2.4%	.
55	OCCSc1c(F)c(SCCO)c(SCCO)c(F)c1SCCO	1.4%	.
56	CC(=O)c1cn(N(C)c2ncc(C(F)(F)F)cc2Cl)c(=O)[nH]c1=O	-6.0%	-6
57	NC(=O)CSc1nnnn1CC(CC(=O)O)c1ccccc1 (stereo unspecified)	4.2%	.
58	O=C(NCc1cccnc1)c1ccc(COc2ccccc2Br)o1	2.1%	14
59	O=C(Nc1ccc(Cn2nnc3ccccc32)cc1)c1ccco1	6.4%	.
60	CC(C)C(NC(=O)c1ccco1)C(=O)NCC(c1ccco1)N(C)C (stereo unspecified)	4.1%	6

Quoted from the listing:
Reading for CCCCN(CC)C(=O)CSc1nc2ccccc2c(=O)n1CC1COc2ccccc2O1 (stereo unspecified) under GlmU inhibition: 2.4%
Reading for N#CCCn1cc(C=O)c(-c2cccs2)n1 under GlmU inhibition: -0.3%
Reading for O=C(Nc1ccc(Cn2nnc3ccccc32)cc1)c1ccco1 under GlmU inhibition: 6.4%
Reading for CC(NS(=O)(=O)c1ccc(Br)cc1)C(c1cccs1)N1CCOCC1 (stereo unspecified) under GlmU inhibition: -3.8%

Continued.
entry	SMILES	GlmU inhibition	RmlCD inh 1536
61	O=C(COc1cccnc1[N+](=O)[O-])Nc1ccc2c(c1)CCC2	-2.4%	44
62	CN(C)Cc1ccccc1C1(O)c2ccccc2CSc2ccccc21 (stereo unspecified)	-3.7%	8
63	COc1ccc(N2CCN(C(=O)c3csc4ccccc34)CC2)cc1	9.5%	.
64	COC(=O)[C@@]1(Cc2ccc(OC)cc2)[C@H]2c3cc(C(=O)N4CCCC4)n(CCn4cc([N+](=O)[O-])nc4C)c3C[C@H]2CN1C(=O)c1ccccc1	-4.0%	.
65	N/C(=N\c1nc2ccccc2o1)NC(=O)c1ccc([N+](=O)[O-])cc1	3.1%	-13
66	O=C1C2CCCN2C(c2ccccc2F)N1c1cccc(Cl)c1 (stereo unspecified)	1.8%	-8
67	NC(=O)c1ccc[n+](CC(=O)c2ccc(F)cc2)c1	1.8%	67
68	Cc1ccc(N2C=Nc3ccc(C)c4nc(C)cc2c34)cc1	-2.2%	.
69	O=C(/C=C/Nc1ccc(F)cc1F)c1cccs1	0.0%	-14
70	Cc1cc(NC(=O)CSc2nc(N)c(NC(=O)c3ccco3)c(=O)[nH]2)no1	-3.1%	17
71	COc1ccc(OC)c(C2C(C(=O)Nc3cccnc3)=C(C)NC3=C2C(=O)CCC3)c1 (stereo unspecified)	0.1%	57
72	C=CCn1c(CCC(=O)O)ccc1-c1ccc(OC)cc1	0.2%	-5
73	CCCCOC(=O)c1nc(Cl)c(Cl)c(N)c1Cl	1.5%	-5
74	Cc1ccc(C)c(NC(=O)Cn2c([N+](=O)[O-])cnc2C)c1	4.7%	12
75	Cn1cccc1C1C(C#N)=C(N)OC2=C1C(=O)CCC2 (stereo unspecified)	4.8%	6

Quoted at random: four records from the list
entry	SMILES	GlmU inhibition	RmlCD inh 1536
13	Cc1ccccc1CSc1nnc(-c2cnccn2)n1C	4.7%	-11
67	NC(=O)c1ccc[n+](CC(=O)c2ccc(F)cc2)c1	1.8%	67
46	CC(NS(=O)(=O)c1ccc(Br)cc1)C(c1cccs1)N1CCOCC1 (stereo unspecified)	-3.8%	.
5	CCC(=O)NC(=S)Nc1ccc(S(=O)(=O)NC(C)=O)cc1	1.6%	.

More records follow.
entry	SMILES	GlmU inhibition	RmlCD inh 1536
76	Cn1c(N)c(C(=O)COC(=O)c2cccc(S(=O)(=O)N3CCCCC3)c2)c(=O)n(C)c1=O	-5.3%	-3
77	Cc1cnnn1-c1ccc([N+](=O)[O-])cc1	-3.6%	-8
78	COc1ccc(-c2cc(N)n(CCC#N)n2)c(OC)c1	0.0%	-5
79	CCOC(=O)C1=C(C)N(CCCC(=O)O)C(=O)NC1c1ccccc1OC(=O)c1cccs1 (stereo unspecified)	-2.7%	.
80	COc1ccc(-c2nnc(SCC(=O)N3CCCCC3)o2)c(OC)c1	-6.1%	.
81	COc1ccc(NC(=O)c2cccc(C#N)c2)cc1NS(=O)(=O)c1ccc(F)cc1	0.5%	-1
82	CC(C)n1nnnc1SCC(=O)NCc1cccs1	6.0%	15
83	O=C1NCCN1CCN1C(=O)c2ccccc2NC1c1ccccc1 (stereo unspecified)	5.9%	21
84	O=C1CC(SCc2nc3ccccc3[nH]2)C(=O)N1c1ccc(F)cc1 (stereo unspecified)	1.5%	.
85	Cc1cc(C)n2nc(N)c(N=Nc3ccccc3)c2n1	0.2%	-6
86	Cc1oc(S(=O)(=O)N2CCCCC2)cc1NC(=O)Nc1ccc(Cl)cc1	-3.5%	6
87	CC1(C)c2[nH]c3ccccc3c2C[C@H]2C(=O)N(Cc3ccccc3)C(=O)N21	3.2%	.
88	COc1cc(C(=O)Nc2nc3ccccc3[nH]2)cc(OC)c1OC	-2.9%	-6
89	Cc1cccc(C(=O)n2cnnc2N)c1	-4.4%	.
90	CCN(CCn1cccn1)C(=O)CCc1nnc(CCCc2ccccc2)o1	-4.9%	4
91	Nc1nc(N2CCN(c3cccc(Cl)c3)CC2)n[nH]1	0.9%	-6
92	CN1N=C2c3ccccc3CCC2C1c1ccc(Cl)cc1 (stereo unspecified)	-5.5%	.
93	COc1ccccc1N1CCN(C(=O)c2cccc(N3C(=O)NC4CC3(C)Oc3ccccc34)c2)CC1 (stereo unspecified)	0.5%	0
94	COc1ccccc1/C=C/C1=NC(=C\N(C)C)/C(=O)O1	-0.1%	-3
95	CCOC(=O)CNC(=O)CSc1ncnc2c1cnn2-c1ccc(OC)cc1	-2.4%	.
96	CC(C(=O)Nc1cccc(Br)c1)c1ccc([N+](=O)[O-])cc1 (stereo unspecified)	-0.4%	.
97	COc1ccc(OC)c(C(=O)COC(=O)c2c(OC)cccc2OC)c1	7.0%	-6
98	CC(C)(C)NC(=O)COC(=O)CCC(=O)c1ccc(F)cc1	2.5%	3
99	CCOC(=O)c1sc(NC(=S)NC(=O)CC(C)C)cc1C	-3.9%	.
100	CCN(c1cccc2ccccc12)S(=O)(=O)c1ccc(Cl)nc1	3.0%	-4
101	CCOP(=O)(OCC)/C(C#N)=C/c1ccc(Br)cc1	-3.7%	.
102	CCCCCCOc1ccc(C(CC(=O)NC)C(=O)O)cc1 (stereo unspecified)	-1.0%	5
103	CC(=O)Nc1ccc(Cc2ccncc2)cc1	-3.7%	11
104	O=C1CC(SCCO)C(=O)N1c1ccccc1 (stereo unspecified)	1.0%	-13
105	O=C(NC1=NCCS1)C1CC(=O)N(c2ccc(Cl)cc2)C1 (stereo unspecified)	-2.0%	1
106	O=C(CNS(=O)(=O)/C=C/c1ccccc1)OCC(=O)N1CCC(Cc2ccccc2)CC1	2.5%	-10
107	CCCCCOc1ccc(Cl)cc1CN1CCOCC1	-6.4%	-12
108	O=S(=O)(NN=C1CCCCC1)c1ccccc1	-1.7%	-17
109	COc1ccc(COCC(O)CN(Cc2ccccc2)C(C)C)cc1OC (stereo unspecified)	5.3%	-8
